aSyn yeast inh – alpha-synuclein toxicity inhibition in yeast. Yeast expressing alpha-synuclein, growth rescue, BacTiter-Glo, 24 h. Potency, µM (doses to about 46.1 µM), for the others: at the highest dose growth rescue (activation), hits mostly activators. hit rate 0.14% among 370,000; note: potency is the fitted concentration of half-maximal effect; % of control where 0% means no effect; nearly all actives have a fitted effect of over 65% in size
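Screening used galactose-induced yeast with toxic alpha-synuclein levels, exposed to compound for 24 hr at 30 deg C. Cell growth, read with BacTiter-Glo luminescence, gave the measured signal.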
pAkt inh – inhibitors of Akt phosphorylation; activity change, % for hits at 50 µM; hit rate 0.32% among 360,000; Neuro2A IGF-stimulated pAkt S473 HTRF, 20 min; stronger effect = lower value; in the data active = activity change below about -80%; inconclusive = mostly about -51% to -80%; note: % is set by controls: 0 for no effect and ±100 for the full control effect
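Neuro2A cells in DMEM with 0.5% FBS, overnight at 37 deg C, given compound at single 50 µM final, then IGF (6 nM final) for 20 min at 37 deg C. Lysed; phospho-Akt Ser473 by HTRF after 24 h, 665/615 ratio.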
DRD3 antagonist – D3 dopamine receptor (human) antagonism. P35462. D3R cells, DiscoveRx beta-arrestin luminescence, antagonist mode; stronger effect = lower value. max response, negative = inhibition, %. hit rate 2.5% among 360,000. AID 652054; in the data active = max response below about -50%; inconclusive = no clear call, values can overlap the other calls; note: % is set by controls: 0 for no effect and ±100 for the full control effect; mostly tested at two doses, the higher about 12 µM
Target sequence (P35462 whole entry, looked up): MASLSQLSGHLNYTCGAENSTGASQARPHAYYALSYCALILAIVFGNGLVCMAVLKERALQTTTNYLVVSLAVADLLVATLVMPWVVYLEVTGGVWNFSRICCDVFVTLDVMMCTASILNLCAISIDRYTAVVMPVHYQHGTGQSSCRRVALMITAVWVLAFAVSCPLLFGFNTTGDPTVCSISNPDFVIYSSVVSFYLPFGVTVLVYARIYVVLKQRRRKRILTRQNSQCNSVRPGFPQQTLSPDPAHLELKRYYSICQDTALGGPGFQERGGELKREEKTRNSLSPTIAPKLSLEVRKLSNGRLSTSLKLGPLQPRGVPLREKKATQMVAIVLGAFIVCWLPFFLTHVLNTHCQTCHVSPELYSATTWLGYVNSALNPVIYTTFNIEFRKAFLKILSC
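Cells expressing the human receptor were seeded at 1500 cells/well, incubated overnight at 37 degrees C in 5% CO2, then exposed to library compounds with dopamine controls for 90 minutes at 37 degrees C before luminescent detection.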
PTHR1 ag – PTHR1 (human) receptor agonism | Q03431 | HEK293 GP2 PTHR1 cells, GloSensor cAMP luminescence, 1 h | Potency, µM (series often up to 115 µM), for the others: at the top dose activation, hits mostly activators | hit rate 0.075% among 410,000 | AID 743266; note: potency is the fitted concentration of half-maximal effect; nearly all actives have a fitted effect of over 55% in size; some results filed as inactive show a strong effect at the top dose; inactives centre near -15; many of its hits are not listed in these tables
Target sequence (Q03431 whole entry, looked up): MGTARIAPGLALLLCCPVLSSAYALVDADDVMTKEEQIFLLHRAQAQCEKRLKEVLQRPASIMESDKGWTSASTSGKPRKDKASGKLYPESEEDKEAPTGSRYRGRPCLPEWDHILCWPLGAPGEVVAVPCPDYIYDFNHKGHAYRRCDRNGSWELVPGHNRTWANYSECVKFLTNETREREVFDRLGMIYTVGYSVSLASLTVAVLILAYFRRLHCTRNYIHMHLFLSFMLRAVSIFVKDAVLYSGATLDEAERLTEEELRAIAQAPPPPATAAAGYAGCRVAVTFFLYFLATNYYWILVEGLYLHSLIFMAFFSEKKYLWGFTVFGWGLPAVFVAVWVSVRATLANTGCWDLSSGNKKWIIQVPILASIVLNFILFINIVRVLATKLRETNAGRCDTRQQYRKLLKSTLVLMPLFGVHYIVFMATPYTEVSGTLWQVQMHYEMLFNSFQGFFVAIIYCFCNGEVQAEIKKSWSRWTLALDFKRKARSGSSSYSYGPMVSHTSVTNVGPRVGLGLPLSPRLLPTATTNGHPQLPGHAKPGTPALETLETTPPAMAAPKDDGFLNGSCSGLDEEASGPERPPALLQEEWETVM
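HEK-293-derived GP2 cells expressing PTHR1 and a GloSensor cAMP reporter, 3,000/well, plated overnight, given luciferin plus IBMX (each 0.5 mM as added) for 1 h at 37 °C, then compound for 1 h at 37 °C. Luminescence was read after 15 min at room temperature.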
Abeta rescue – compounds reversing amyloid beta toxicity in yeast; yeast expressing A-beta42, growth rescue, OD600, 48 h; response scale: 0% DMSO, 100% iron-clioquinol control; Potency, µM (titrated, usually from 46.1 µM), without a hit: at the highest dose growth rescue, usual class: activators; hit rate 0.063% among 410,000; note: potency is the fitted concentration of half-maximal effect; nearly all actives have a fitted effect of over 55% in size
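Yeast A-beta toxicity model in growth medium with pinned compounds, 48 h at 30 C; growth read as absorbance at 600 nm. Normalized to FeCl3/clioquinol equimolar mix (positive) and DMSO (negative).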
GLP-1R agonist – GLP-1 receptor (human) agonism; P43220; HEK293 GLP-1R CRE-luciferase, luminescence, 4-6 h; cells express a hypersensitive GLP-1R form; Potency, µM (highest dose often 45.6 µM), for the others: at the top dose activation, hits mostly activators; hit rate 0.007% among 380,000; AID 624172; note: potency is the fitted concentration of half-maximal effect; % of control where 0% means no effect
TDP43 rescue – inhibitors of TDP-43 toxicity in yeast; hit rate 1.8% among 410,000; AID 652104; Potency, µM (doses to about 46.1 µM), for the others: at the highest dose growth rescue (activation), most hits filed as activators; TDP-43 expressing yeast growth rescue, BacTiter-Glo, 24 h; note: potency is the fitted concentration of half-maximal effect; % of control where 0% means no effect; nearly all actives have a fitted effect of over 50% in size
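Readout is BacTiter-Glo luminescence of cell growth, so inhibitors register as activators. TDP-43-expressing yeast at OD600=0.02 in galactose medium, after raffinose pregrowth to mid-log, were incubated with compound for 24 hr at 30 deg C.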
GLP1R inv ag – acts as inverse agonist at human GLP-1 receptor; AID 624417; hit rate 1.6% among 410,000; P43220; Potency, µM (doses to about 38.3 µM), for the others: top-dose activity change, negative = inhibition, most hits filed as inhibitors; HEK293 GLP-1R CRE-luciferase, luminescence, 24 h; GLP-1R form is constitutively active; note: potency is the fitted concentration of half-maximal effect; % is set by controls: 0 for no effect and ±100 for the full control effect; nearly all actives have a fitted effect of over 55% in size
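GLP-1R inverse agonism mode: basal reporter luminescence in engineered HEK293 cells measured after one day of compound exposure at 37 deg C, with a 12 min room-temperature detection step.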
FUS yeast rescue – suppressors of FUS proteinopathy in yeast | hit rate 0.24% among 390,000 | S. cerevisiae FUS-expressing, growth rescue, OD600, 24 h | Potency, µM (top dose mostly 76.6 µM), inactives show at the highest dose growth rescue (activation), hits mostly activators;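 note: potency is the fitted concentration of half-maximal effect; plate controls were DMSO vehicle for no effect and reference control for full effect; nearly all actives have a fitted effect of over 55% in size; some results filed as inactive show a strong effect at the top dose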
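Yeast expressing FUS under galactose induction, OD 0.005 in 2% galactose medium; compounds in a dilution series, 24 h at 30C. Growth rescue by absorbance at 600 nm; CP55940 positive control, DMSO negative.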
Starred values were filed as active, the others as inactive; i = inactive; ? = inconclusive; · = no result given; & = joins results of further samples; [ ] = remark or other dose. Unless noted, calls come from the whole dose curve; as a rule, active = well fitted curve in the direction sought with a large enough effect; inconclusive = small, poorly fitted or top-dose-only effect, or another doubt; inactive = no such curve, though single readings can be large; an effect the other way counts as inactive or inconclusive. This is a subset, so the mix of outcomes need not match the whole.

SMILES | aSyn yeast inh | pAkt inh | DRD3 antagonist | PTHR1 ag | Abeta rescue | GLP-1R agonist | TDP43 rescue | GLP1R inv ag | FUS yeast rescue
OCCNC(=S)Nc1ccc2nsnc2c1 | -7.3% | i | 4.3 | -1.4% | -2.2% | 2.2% | 18.1% | 21.1% | -20.6%
O=C(CCc1ccccc1)NNC(=O)COc1ccccc1 | -0.1% | i | 11.4 | i | -3.5% | -4.9% | -14.3% | 4.1% | 29.6%
COc1ccc2c(c1)C(c1cccs1)=NNC(c1cccnc1)=N2 | 1.4% | i | -6.5 | i | -1.5% | 12.9% | -15.0%[9.22 µM] | 48.6%[activator] | 38.9%
O=Cc1nc(-c2ccccc2Cl)n2ccccc12 | 9.0% | i | 11.5 | -5.5%[57.5 µM] | -11.3% | 9.0% | 7.1% | 57.8%[activator] | 2.2%
O=C(NNC(=O)c1sc2cccc(Cl)c2c1Cl)Nc1ccccc1 | 5.2% | i | 0.0 | i | 29.6% | -2.0% | 1.7% | 6.8% | -13.3%
O=C(O)c1cc(S(=O)(=O)N2CCCCC2)ccc1N1CCCC1 | 4.3% | i | 5.2 | -17.1% | 4.0% | -4.7% | 2.7% | 6.1% | -21.5%
CCOc1ccc(Nc2nc(-c3cccnc3)cs2)cc1 | -8.6% | i | 5.2 | -84.9%[inhibitor] | -5.8% | -13.2% | 15.6% | -18.7% | 18.7%
COc1ccccc1N1C(=O)CSC1=S | -6.0% | i | -2.0 | i | -17.3% | -2.3% | -9.1% | -26.9% | -1.4%
O=c1[nH]cnc2sc(-c3ccccc3)cc12 | 1.1% | i | -13.1 | ? | -5.3% | 7.9% | 14.9% | -0.1% | -16.0%
COCC(C)NC(=O)CSc1nc2nn(-c3ccccc3)c(=O)c-2c2n1CCCCC2 (stereo unspecified) | 3.9% | i | -8.7 | i | 25.6% | -0.9% | 12.5% | 15.3% | 3.6%
COc1cc(S(=O)(=O)N2CCCCC2)ccc1NC(=O)/C=C/c1ccccc1 | 2.8% | i | -11.0 | i | 19.0% | -2.4% | -1.1% | -7.8% | 22.9%
O=C(c1cc(N2C(=O)C3C4CCC(C4)C3C2=O)ccc1Cl)N1CCCCCC1 (stereo unspecified) | -3.3% | i | 0.1 | i | -18.1% | -2.4% | -4.7% | -23.2% | -24.9%
Cc1nn(CC(=O)N2CCN(c3ccc(Cl)cc3)CC2)c(=O)c2cccn12 | 2.3% | i | -14.9 | -10.6%&-22.1% | -12.1%&-6.4% | -2.9% | 10.5%&3.7% | 3.5%&5.4% | -11.0%&-15.3%
Cc1ccccc1C(=O)NC1CCN(CC(=O)Nc2ccc(N(C)C)cc2)CC1 | 1.3% | i | 4.4 | -24.8% | -11.0% | 4.1% | 12.6% | 4.8% | -4.2%
Nc1c(C(=O)CSc2ncccn2)c(=O)[nH]c(=O)n1C1CC1 | -2.6% | i | -19.6 | i | -18.9% | -3.8% | -15.3% | 11.5% | -10.5%
CCc1cccc(NC(=O)c2nc(-c3ccncc3)no2)c1 | · | · | · | -2.2% | -25.5% | · | ? | 7.7% | -0.6%
Cc1c(C#N)c(N=CN(C)C)c(C(=O)c2ccccc2)n1-c1ccccc1 | 3.8% | i | ? | -11.7% | 14.6% | 14.5% | 12.7% | -24.0% | -4.0%
Cc1ccc(-c2nnn3c2nc(NCCc2ccc(Cl)cc2)c2ccccc23)cc1 | · | · | · | -3.8% | 8.0% | 0.1% | 18.9% | 6.8% | -17.1%
CC(/C=N/NC(=O)c1cc(C(C)(C)C)[nH]n1)=C\c1ccccc1 | -2.1% | i | -54.1* | -16.7% | -8.1%[9.22 µM] | 1.5% | 3.8% | ? | -28.4%
Cn1nnnc1SCC(=O)Nc1ccc(N2CCOCC2)cc1 | -0.5% | i | -13.8 | i | -3.3% | -0.4% | -28.2% | 4.2% | 11.0%
COc1ccc(C(=O)Nc2ccc(-n3nncc3-c3ccc(OC)c(OC)c3)cc2)cc1 | · | · | · | i | -16.6% | · | 9.7% | 40.7%[activator] | 15.4%
CCn1cc(C(=O)O)c(=O)c2cc(F)c(N3CCN(S(=O)(=O)c4ccc(NC(C)=O)cc4)CC3)cc21 | 0.3% | i | -19.5 | -6.4% | -16.4% | -12.0% | 18.8% | -0.6% | ·
O=C(NCCN1CCC(n2c(=O)[nH]c3ccccc32)CC1)c1ccc(F)cc1 | -4.1% | i | -79.2* | -18.8% | -11.3% | -0.7% | -1.2% | -12.6% | -9.2%
Cc1ccc(-c2nnc(SCC(=O)NC(=O)Nc3ccc(C)cc3C)n2N)cc1 | 0.6% | i | 0.0 | i | 8.2% | -7.6% | -1.9% | 20.8% | ·
COc1cc(OC)nc(-n2ncc(OC)c(Br)c2=O)n1 | -5.0% | i | -19.8 | i | -11.0% | -9.3% | 5.2% | 34.4%[activator] | ·
COC(=O)C1=C(C)NC(=O)NC1c1cc(Cl)ccc1OC (stereo unspecified) | 1.3% | i | -15.8 | i | 7.4% | 4.1% | -12.3% | -17.5% | ?
COC(=O)C1=C(C)N(CCc2cc(OC)c(OC)c(OC)c2)C(=O)N[C@H]1c1ccccc1 | 0.0% | i | 27.4 | i | 2.3% | -5.4% | 23.9% | 3.2% | -14.9%
CCOC(=O)C1=C[C@@H](C(C)(C)C)N(S(=O)(=O)c2ccccc2C)[C@H]1c1ccc(Cl)cc1 | 3.8% | i | 14.2 | -15.9% | 17.0% | -5.6% | 15.9% | ? | 7.8%
COc1ccccc1CN(C)C(=O)CNC(=O)c1cccc(Cl)c1 | 1.2% | i | -29.1 | -12.4% | 0.3% | 17.7% | 2.8% | ? | 17.5%
C[C@H](NC(=O)[C@@H]1Cc2ccccc2CN1C(=O)OC(C)(C)C)C(=O)NCc1ccco1 | -1.2% | i | -6.1 | i | 3.9% | -0.6% | -3.0% | 4.7% | 30.8%
Cc1cc(=O)c2cc(C(=O)Nc3ccc(F)cc3)ccc2[nH]1 | · | · | · | i | -23.5% | · | 0.0%[9.22 µM] | 1.6% | -20.0%
O=C(CCCn1ccc2cc(S(=O)(=O)N3CCCC3)ccc21)NCc1ccc(Cl)cc1 | · | · | · | -31.6%[inhibitor] | 7.5% | · | 14.4% | ? | 37.8%
S=C(NCc1cccs1)Nc1cccc(Cl)c1Cl | -1.4% | i | -1.8 | i | 9.0% | 8.0% | ? | ? | 21.4%
COc1ccc(-c2noc(CN(C(=O)Cc3ccc(C)cc3)C(C)C)n2)cc1 | · | · | · | -16.4% | -4.6% | -0.8% | ? | ? | 22.2%
CCOc1ccc(-n2nc3ccc(NC(=O)c4cccc(F)c4)cc3n2)cc1 | -4.5% | · | · | i | -9.0% | -2.5% | 20.3% | 0.8% | -21.9%
COc1ccc(NC(=O)Cn2c(=O)n(CC3CCCO3)c(=O)c3cc(OC)c(OC)cc32)cc1OC (stereo unspecified) | 2.8% | i | -6.5 | 6.5% | 4.1% | 0.8% | 3.0% | 0.9% | -0.6%
Cc1ccc(NC(=O)Cn2cc(C(=O)c3ccco3)c3ccccc32)cc1C | · | · | · | -73.1%[inhibitor] | -7.6% | · | 6.5% | ? | -1.1%
CCn1c(=O)cc(SCC(=O)NCCN2CCN(Cc3ccccc3)CC2)c2ccccc21 | -3.5% | i | -16.9 | i | 1.6% | -0.8% | -14.6% | -10.1% | 13.1%
CCOc1ccccc1/C=N/NC(=O)c1cccc(S(=O)(=O)N2CCOCC2)c1 | -5.1% | i | -62.8* | -34.3%[inhibitor] | 4.9% | 2.9% | · | 11.8% | 20.5%
CCC(C)NC(=O)CSc1nc2c(sc(=S)n2Cc2ccco2)c(=O)n1-c1ccccc1 (stereo unspecified) | 4.9% | i | -11.3 | i | 21.7% | -2.0% | ? | 4.7% | 12.4%

Next section; it opens with the 3 that closed the last part.
SMILES | aSyn yeast inh | pAkt inh | DRD3 antagonist | PTHR1 ag | Abeta rescue | GLP-1R agonist | TDP43 rescue | GLP1R inv ag | FUS yeast rescue
CCn1c(=O)cc(SCC(=O)NCCN2CCN(Cc3ccccc3)CC2)c2ccccc21 | -3.5% | i | -16.9 | i | 1.6% | -0.8% | -14.6% | -10.1% | 13.1%
CCOc1ccccc1/C=N/NC(=O)c1cccc(S(=O)(=O)N2CCOCC2)c1 | -5.1% | i | -62.8* | -34.3%[inhibitor] | 4.9% | 2.9% | · | 11.8% | 20.5%
CCC(C)NC(=O)CSc1nc2c(sc(=S)n2Cc2ccco2)c(=O)n1-c1ccccc1 (stereo unspecified) | 4.9% | i | -11.3 | i | 21.7% | -2.0% | ? | 4.7% | 12.4%
CN1CCCN(S(=O)(=O)c2cccc(C(F)(F)F)c2)c2nc3ccccc3nc21 | -2.3% | i | -5.0 | -61.0%[inhibitor] | -14.3% | 2.3% | 4.8% | ? | ?
CCC(=O)c1ccc(OCc2ccc(C(=O)OC)o2)c(OC)c1 | 5.4% | i | 11.5 | -5.4%[57.5 µM] | 1.4% | 29.0% | 21.8% | 15.9% | -3.0%
Cc1ccc(C)c(CN2CCC(CNC(=O)Cn3ncc4c([nH]c5ccccc54)c3=O)CC2)c1 | · | · | · | i | -0.9% | · | 20.6% | 2.7% | -12.3%
COc1ccccc1NC(=O)C(C)OC(=O)CCSc1ccc(F)cc1 (stereo unspecified) | 0.5% | i | 4.7 | -0.9% | 21.9% | -2.3% | 39.5% | 0.6% | 4.9%
COC(=O)c1ccc(N)c(N=CC2=C(O)CC(C)(C)CC2=O)c1 | 3.1% | i | -50.8* | i | -1.3% | 15.8% | ? | 29.7% | 24.0%
O=C1CSc2nc3ccccc3n21 | -1.2% | i | -6.6 | -6.2%[57.5 µM] | 4.6% | 5.4% | -15.8% | 3.6% | 27.5%
Cc1cccn2c(NC(=O)c3cccs3)c(-c3ccccc3)nc12 | -1.1% | i | 5.5 | i | 1.6% | -3.8% | 12.5% | -9.2% | 12.3%

Source: PubChem BioAssay (National Center for Advancing Translational Sciences (NCATS))
